# Screens: PubChem BioAssay, several laboratories
# Yeast growth inh: yeast BB579 growth reduction in restrictive medium; S. cerevisiae BB579 growth, OD615, 48 h; inhibition, % at 10 µM; 140,000 tested, 0.51% active; AID 804;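 active means inhibition above a set limit, 3 SD over the mean compound inhibition, cut at about 44% in these data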; further: inactives centre near -24
#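 Detection: OD615 turbidity measurement; Material: Saccharomyces cerevisiae DeaD strain BB579, replicative lifespan model yeast; Timing: 48 h exposure, 30 °C; Doses: single 10 µM dose; Medium: CSMM-D restrictive synthetic medium containing dextrose (glucose); Controls: amphotericin B at 10 µg/mL as positive control.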
# E-sel TNF inh: blocks E-selectin expression induced by TNF alpha | HUVEC TNFa-induced E-selectin immunofluorescence, high content | inhibition, % at 2 µM | 120,000 tested, 0.71% active | AID 1246;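 active means inhibition above the batch mean plus 3 SD, and confirmed as a hit on visual image review, cut at about 43% in these data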;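 further: 0% = TNF-stimulated DMSO wells and 100% = unstimulated control wells; not every result past the cut was called active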
# bCat KO growth: beta-catenin-lacking colon tumor cell growth suppression. 140,000 tested, 1.5% active. viability, % at 10 µM. AID 818. HCT116 beta-catenin knockout viability, CellTiter-Glo, 60 h; active compounds read low;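 active means viability at or under a set limit, the compound median less 4 SD, cut at about 6% in these data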;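 further: 0% = Hyamine 1622 control at 20 µM and 100% = untreated cell control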
# MRP1 act: MRP-1 activation; H69AR cells + doxorubicin, viability rescue, CellTiter-Glo; viability increase, % at 10 µM; 140,000 tested, 0.61% active; AID 799;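 active means viability gain under doxorubicin at or above a set limit, the compound median plus 3 SD, cut at about 4.7% in these data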;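 further: MRP-1 overexpressing cells given doxorubicin 25 µM after compound pretreatment; 18-22 h compound pretreatment then 72 h with doxorubicin before readout; 0% = doxorubicin-only wells and 100% = vehicle-treated cells without doxorubicin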
# GALR2 blocker: antagonists of human galanin receptor 2 (GALR2). O43603. 140,000 tested, 0.39% active. inhibition, % at 4 µM. GALR2-expressing cells, antagonist mode; in the data active means inhibition above about 27%;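 further: cells stimulated with galanin 1-16 at roughly its EC80; 0% = agonist challenge control and 100% = basal control without agonist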
# Target sequence (O43603 whole entry, looked up): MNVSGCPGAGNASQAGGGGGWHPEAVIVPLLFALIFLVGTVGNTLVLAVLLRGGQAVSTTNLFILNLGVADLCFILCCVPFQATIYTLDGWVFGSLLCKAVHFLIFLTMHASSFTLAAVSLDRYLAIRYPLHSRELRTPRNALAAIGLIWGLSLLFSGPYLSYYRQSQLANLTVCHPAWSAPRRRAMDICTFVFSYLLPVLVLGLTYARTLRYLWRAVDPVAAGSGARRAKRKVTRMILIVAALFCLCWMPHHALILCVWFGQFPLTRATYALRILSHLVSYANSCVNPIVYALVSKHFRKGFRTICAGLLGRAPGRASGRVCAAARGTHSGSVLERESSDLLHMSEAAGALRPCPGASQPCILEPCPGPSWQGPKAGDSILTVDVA
# HCT116 PTEN-null: suppresses growth of cells with PTEN deletion; HCT116 PTEN-null viability, CellTiter-Glo, 60 h; active compounds read low; viability, % at 10 µM; 140,000 tested, 1.2% active; AID 827;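 active means viability at or below a set limit, 4 SD under the median of all tested compounds, cut at about 3.7% in these data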;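 further: PTEN knockout HCT116 line with beta catenin targeted HCT116 as companion control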
# Phagocyt inh: macrophage phagocytosis inhibition; J774A.1 macrophage IgG-bead phagocytosis, imaging; inhibition, % at 5 µM; 110,000 tested, 0.07% active; AID 1029;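 active means inhibition above the mean of the plate negative controls plus 5 SD, cut at about 13% in these data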;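 further: phagocytic index as fraction of beads internalized from green versus red external bead signal; plate controls were DMSO negative control for no effect and cytochalasin-D positive control for full effect; some results beyond the cut were filed as inactive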
# NPY-Y2 antag: NPY-Y2 (human) receptor antagonism | P49146 | NPY-Y2 expressing cells, antagonist mode | inhibition, % at 2.7 µM | 140,000 tested, 0.99% active | AID 793; in the data active means inhibition above about 17%;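 further: 0% = vehicle with agonist challenge and 100% = reference antagonist with challenge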
# Target sequence (P49146 whole entry, looked up): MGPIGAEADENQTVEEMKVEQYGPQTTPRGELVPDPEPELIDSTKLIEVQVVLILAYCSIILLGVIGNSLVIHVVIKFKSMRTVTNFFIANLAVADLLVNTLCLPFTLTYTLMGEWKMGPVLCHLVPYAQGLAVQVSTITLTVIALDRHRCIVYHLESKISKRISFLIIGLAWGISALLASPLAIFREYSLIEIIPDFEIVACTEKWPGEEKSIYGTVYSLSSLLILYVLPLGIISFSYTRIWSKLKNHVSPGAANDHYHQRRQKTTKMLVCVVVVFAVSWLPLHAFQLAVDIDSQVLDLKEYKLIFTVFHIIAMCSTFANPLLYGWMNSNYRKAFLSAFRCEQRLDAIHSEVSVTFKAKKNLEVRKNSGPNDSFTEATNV
# Measles CPE: protection of cells from measles virus. Measles virus-infected cells, CPE protection, absorbance. protection (pct of control), % at 4 µM. 140,000 tested, 1.5% active; in the data active means protection mostly above about 24%, no sharp cut-off; inactive means mostly below about 26%; further: some compounds called inactive have numbers as strong as hits
# Yeast lifespan up: extends the lifespan of yeast | S. cerevisiae growth with nicotinamide, OD615; deaD strain in restrictive glucose medium | AID 775 | inhibition of the nicotinamide effect, % at 10 µM | 130,000 tested, 0.68% active;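 active means inhibition above a set limit, placed 3 SD over the median of all compounds, cut at about 26% in these data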;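 further: 0% = nicotinamide-treated wells and 100% = cells grown without nicotinamide; some compounds called inactive have numbers as strong as hits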
#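 System: DeaD-strain S. cerevisiae / Buffer or medium: CSMM-D, restrictive glucose (dextrose) synthetic minimal medium / Probe or stimulus: nicotinamide, 1.5 mM, co-present with compound / Compound: one concentration, 10 µM, DMSO 0.25% / Incubation: 48 h compound exposure at 30 °C, humidified / Technique: optical density (absorbance) at 615 nm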
# Starred values were filed as active, the others as inactive; · = no result given.
no.	structure	Yeast growth inh	E-sel TNF inh	bCat KO growth	MRP1 act	GALR2 blocker
1	Nc1nc(CN2CCN(Cc3ccccc3)CC2)nc(Nc2ccccc2)n1	-20	10	81	-5.2	2
2	O=C(NCCc1ccncc1)Nc1ccccc1	-3	-5	98	-2.0	-5
3	O=C(Nc1nc(-c2cccs2)c(C(=O)C(F)(F)F)s1)c1ccccc1	-3	11	78	-0.1	11
4	O=C(c1ccccc1)N1CC(COc2ccccc2)OC(c2cccnc2)O1 (stereo unspecified)	-32	6	79	-1.3	-2
5	Cc1nn(Cc2ccccc2Cl)c(Cl)c1/C=C/C(=O)OCC(=O)NC(N)=O	-23	10	95	-1.2	0
6	CCOP(=O)(OCC)C(NC(=O)Nc1ccc(Cl)cc1)C(N)=O (stereo unspecified)	-15	·	100	-1.6	1
7	CCOc1cc2[nH]c(=O)n(CCc3ccc(OC)c(OC)c3)c(=O)c2cc1OCC	-12	-16	83	-6.8	-12
8	O=C(NCCCN1CCCC1=O)c1ccc2c(c1)NC(=O)C(N1CCOCC1)S2 (stereo unspecified)	-24	-1	98	-0.6	6
9	CCOC(=O)C1=C(C)Nc2ncnn2C1c1cc(Br)ccc1F (stereo unspecified)	-28	13	42	-3.8	-2
10	O=C(Nc1cnccn1)c1cccc(C(F)(F)F)c1	-57	-8	113	0.2	10
11	CCOC(=O)c1cc2c(ccn2C)n1Cc1ccccc1C	-11	38	87	-2.3	-11
12	c1ccc(Nc2cc(-c3ccccc3)nc3ncnn23)cc1	-67	·	73	-1.8	-5

no.	HCT116 PTEN-null	Phagocyt inh	NPY-Y2 antag	Measles CPE	Yeast lifespan up
1	110	·	5	8	-17
2	96	·	2	19	-3
3	70	·	4	8	1
4	80	·	2	3	-7
5	94	-1	4	6	4
6	95	-11	0	2	1
7	63	3	11	27	-14
8	102	·	0	5	-2
9	42	1	6	3	-20
10	121	0	1	8	-14
11	86	0	-1	12	-6
12	71	-2	1	5	-9

# Retrieved by compound from the entries so far, two records:
no.	structure	Yeast growth inh	E-sel TNF inh	bCat KO growth	MRP1 act	GALR2 blocker
9	CCOC(=O)C1=C(C)Nc2ncnn2C1c1cc(Br)ccc1F (stereo unspecified)	-28	13	42	-3.8	-2
7	CCOc1cc2[nH]c(=O)n(CCc3ccc(OC)c(OC)c3)c(=O)c2cc1OCC	-12	-16	83	-6.8	-12

no.	HCT116 PTEN-null	Phagocyt inh	NPY-Y2 antag	Measles CPE	Yeast lifespan up
9	42	1	6	3	-20
7	63	3	11	27	-14

# (listing goes on)
no.	structure	Yeast growth inh	E-sel TNF inh	bCat KO growth	MRP1 act	GALR2 blocker
13	CC(OC(=O)CCc1nc2ccccc2c(=O)[nH]1)C(=O)c1ccc(Br)cc1 (stereo unspecified)	6	·	95	-0.6	-5
14	Cc1cccc(OCC(=O)Nc2ccccc2N2CCCCC2)c1	-36	2	16	-4.5	-1
15	O=C1C(Cl)=C(Nc2ccccc2)C(=O)c2ccccc21	-16	10	1.1*	-5.3	19
16	CC(C)C(=O)Nc1cccc(S(=O)(=O)c2cccc(NC(=O)C(C)C)c2)c1	7	11	70	-1.4	8
17	COc1ccccc1N1CCN(C(=O)CCn2c(=O)[nH]c3ccccc3c2=O)CC1	-77	-10	95	-0.1	-2
18	COc1ccc(CCNC(=O)c2cc(=O)[nH]c3ccc(Br)cc23)cc1OC	2	·	103	-0.7	-3
19	Cc1nn(C)c(C)c1C1C(C#N)=C(N)OC2=C1C(=O)CCC2 (stereo unspecified)	-41	·	96	-0.4	-3
20	Cn1c(OCc2ccc3c(c2)OCO3)nc2c1c(=O)n(Cc1ccc(Cl)c(Cl)c1)c(=O)n2C	-9	3	88	1.7	-4
21	COC(=O)CSc1nc(N2CCCCC2)c2c(c1C#N)CCCC2	-24	-32	64	-1.1	5
22	COc1cccc(NC2=NC3(CCCCC3)N=C(N)N2)c1	6	2	94	-0.1	-1
23	Cc1cccc(NC(=S)N(CCc2nc3cc(C)c(C)cc3[nH]2)Cc2cccnc2)c1	-10	26	96	-0.3	1
24	CS(=O)(=O)N(CC(=O)NCc1ccc2c(c1)OCO2)c1ccc(Cl)cc1	1	-16	103	-2.9	3

no.	HCT116 PTEN-null	Phagocyt inh	NPY-Y2 antag	Measles CPE	Yeast lifespan up
13	91	-4	0	1	0
14	38	0	13	5	-31
15	1.0*	1	0	6	2
16	71	·	2	17	·
17	99	·	11	3	-1
18	96	0	1	16	-4
19	95	-4	3	18	2
20	87	·	1	10	-5
21	64	-2	8	30	-11
22	98	0	2	2	-10
23	100	·	0	3	-5
24	89	-2	2	4	-20

# Entries of single compounds from above. Order of values: Yeast growth inh, E-sel TNF inh, bCat KO growth, MRP1 act, GALR2 blocker, HCT116 PTEN-null, Phagocyt inh, NPY-Y2 antag, Measles CPE, Yeast lifespan up
# Shown for `Cc1nn(Cc2ccccc2Cl)c(Cl)c1/C=C/C(=O)OCC(=O)NC(N)=O` : -23, 10, 95, -1.2, 0, 94, -1, 4, 6, 4
# Shown for `O=C(NCCCN1CCCC1=O)c1ccc2c(c1)NC(=O)C(N1CCOCC1)S2` (stereo unspecified) : -24, -1, 98, -0.6, 6, 102, ·, 0, 5, -2
# Shown for `CCOc1cc2[nH]c(=O)n(CCc3ccc(OC)c(OC)c3)c(=O)c2cc1OCC` : -12, -16, 83, -6.8, -12, 63, 3, 11, 27, -14
# Shown for `COc1cccc(NC2=NC3(CCCCC3)N=C(N)N2)c1` : 6, 2, 94, -0.1, -1, 98, 0, 2, 2, -10
# Shown for `COc1ccccc1N1CCN(C(=O)CCn2c(=O)[nH]c3ccccc3c2=O)CC1` : -77, -10, 95, -0.1, -2, 99, ·, 11, 3, -1

# Following part.
no.	structure	Yeast growth inh	E-sel TNF inh	bCat KO growth	MRP1 act	GALR2 blocker
25	Cc1ccccc1CN(c1ccc(C(=O)Nc2ccccc2C(=O)N2CCCC2)cc1)S(C)(=O)=O	-29	7	84	-0.6	12
26	O=C(CSc1ccccc1)Nc1ccccc1C(=O)O	-25	39	110	-1.1	-6
27	O=C(CCSc1nc(-c2ccco2)cc(C(F)(F)F)n1)NCc1ccccn1	-52	0	95	-0.5	0
28	CCOC(=O)Cc1csc(NC(=O)COc2ccccc2)n1	-8	-12	101	1.5	3
29	Cc1cc(S(=O)(=O)NC2CCCCC2)c(C)s1	-21	·	90	-1.4	4
30	COc1cc(/C=N\NC(=O)c2ccc(Cn3cc(Br)c([N+](=O)[O-])n3)o2)cc(OC)c1O	-53	·	82	-0.6	2
31	C=CCn1c(SCC(=O)c2ccc(Br)cc2)nnc1C(C)NC(=O)Cc1ccc(OC)cc1 (stereo unspecified)	-19	2	93	-1.5	6
32	COCCCNC(=O)/C(C#N)=C/c1ccc(OCC(=O)O)c(OC)c1	-27	·	96	-1.2	-6
33	COC(=O)c1cc(NC(=O)C23CCC(C)(C(=O)O2)C3(C)C)cc(C(=O)OC)c1 (stereo unspecified)	-21	9	101	-0.4	-6
34	CN1CCN(c2ccc([N+](=O)[O-])cc2C(=O)N2CCOCC2)CC1	-29	-22	94	1.0	-10
35	Cc1noc(C(=O)NCc2ccccc2)c1Cl	-10	8	106	0.1	1
36	Cc1ccc(NC(=O)COC(=O)c2cc(-c3cccs3)nn2-c2ccccc2)cc1[N+](=O)[O-]	-40	-10	92	-0.6	-7

no.	HCT116 PTEN-null	Phagocyt inh	NPY-Y2 antag	Measles CPE	Yeast lifespan up
25	86	-1	-1	7	-6
26	110	0	5	14	-7
27	106	-2	4	8	-2
28	94	2	1	9	-15
29	93	1	3	5	27
30	85	4	2	20	2
31	98	-1	2	25	0
32	101	-6	2	10	1
33	107	0	0	8	-10
34	103	·	-2	9	-22
35	98	·	3	10	-7
36	94	-1	8	10	0

# Additional structures
no.	structure	Yeast growth inh	E-sel TNF inh	bCat KO growth	MRP1 act	GALR2 blocker
37	C#CCSc1nnc(-c2sc3ccccc3c2Cl)o1	-21	-18	11	-5.2	-32
38	NC(=O)CN1CCCN(S(=O)(=O)c2ccc(Br)cc2)CC1	-7	-9	102	-1.5	3
39	O=C(O)C1CCCN(S(=O)(=O)c2cccc3cccnc23)C1 (stereo unspecified)	-54	8	102	0.0	6
40	CCCNC(=O)c1cccc(Cn2nc(C)c(Br)c2C)c1	-32	-6	90	0.0	11
41	CCN(/N=C/c1ccc(Cl)cc1)c1cc(=O)n(C)c(=O)[nH]1	-57	62*	89	-0.7	-13
42	CCSc1nnc(NC(=O)c2cc(C)on2)s1	-10	13	93	-0.5	3
43	COc1ccc(-c2[nH]ncc2/C=C(/C#N)C(=O)NC2CCCCCC2)cc1	-77	16	34	-2.2	-3
44	Cn1cnc2c1c(=O)n(Cc1c(Cl)cccc1Cl)c(=O)n2C	2	15	94	-2.6	1
45	CN(C)CCC(=O)c1ccc2c(c1)OCO2	-22	·	82	-6.3	4
46	Cc1ccc(NC(=O)CSc2nnc(-c3ccco3)c(-c3ccco3)n2)cc1	-46	·	18	-1.2	-12
47	O=C(CN1CCN(Cc2ccccc2F)C1=O)NCCN1CCOCC1	-27	·	107	-0.6	·
48	Cc1c(CN2CCCCC2)c(O)n(CCCO)c(=O)c1C#N	-21	·	98	-2.3	1

no.	HCT116 PTEN-null	Phagocyt inh	NPY-Y2 antag	Measles CPE	Yeast lifespan up
37	19	·	13	14	-8
38	100	1	1	3	-20
39	103	0	2	7	-1
40	78	-2	3	6	-13
41	79	-7	1	8	-8
42	100	·	4	6	3
43	20	0	5	14	-12
44	77	3	-1	8	-18
45	80	·	1	15	4
46	23	2	3	4	-16
47	104	0	·	20	-6
48	106	0	1	25	-6

# More compounds
no.	structure	Yeast growth inh	E-sel TNF inh	bCat KO growth	MRP1 act	GALR2 blocker
49	COc1cc(CNC(C)(C)CO)ccc1OCC(=O)NC(C)(C)C	-28	-6	93	0.3	-11
50	COc1cccc(OCc2cc(/C=N/NC(=O)c3nc(Cl)c(Cl)c(N)c3Cl)ccc2OC)c1	-88	11	40	-1.4	1
51	Cn1c(SCC(=O)N2CCN(S(=O)(=O)c3ccc(Cl)cc3)CC2)nc2ccccc21	-11	·	63	-3.9	4
52	Cc1ccc(C(c2nnnn2Cc2ccccc2)N2CCN(Cc3ccccc3)CC2)cc1 (stereo unspecified)	-28	-2	28	-1.3	-19
53	O=C(OCC(=O)N(C1CCCCC1)C1CCCCC1)c1ccncc1	-6	-25	93	-0.9	7
54	COc1ccc(C2=CSC(/N=C/c3ccc(F)cc3)=NN2)cc1	-49	4	68	-1.7	-6

no.	HCT116 PTEN-null	Phagocyt inh	NPY-Y2 antag	Measles CPE	Yeast lifespan up
49	97	-2	2	3	0
50	38	-2	5	17	6
51	58	-1	-1	8	-23
52	42	·	8	10	·
53	89	-2	1	9	-9
54	73	·	0	6	-6
